Screening results from PubChem BioAssay.
HRas wt GTP bind: changes GTP binding to wildtype human HRas; 0.14% of 190,000 active; GTP binding activity, % at 10 µM; GST-Ras wt beads, Bodipy-FL-GTP binding, flow cytometry; actives lie on both sides; P01112;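 active means GTP binding activity at least 20% away from the 100% baseline, either lowered as inhibitor or raised as activator; inconclusive means flagged as likely green fluorescent, judged across all proteins in the well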;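 further: 0% = unlabeled GTP competition control and 100% = no-compound control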
Rab7 wt modul: alters GTP binding to wildtype dog Rab7; GST-Rab7 beads, fluorescent GTP binding, flow cytometry; actives lie on both sides; untreated = 100%, excess cold GTP = 0%; GTP binding activity (percent of control), % at 10 µM; 0.055% of 190,000 active; AID 758;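 active means fluorescent GTP binding to Rab7 beads changed by at least 20 points from the 100% baseline, either direction, mostly lower; inconclusive means compound itself probably fluorescent, or too few beads counted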;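 further: median green fluorescence of bound Bodipy-FL-GTP per Rab7 bead population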
Avidin bead fluor: compound fluoresces at 488/530 nm on avidin beads. compound fluorescence 488/530 nm, flow cytometry; stronger effect = higher value. fluorescence (KMESF) at 10 µM. 0.38% of 220,000 active; in the data active means fluorescence above about 47; further: inactives centre near 10
ABCB1 block: inhibitors of human ABCB1 transporter, ABCG2 counter-screen. P08183. CCRF-Adr cells, JC-1 efflux, flow cytometry. inhibition, % at 6.6 µM. 0.067% of 190,000 active. AID 1326; in the data active means inhibition above about 40%;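 further: 0% = vehicle and 100% = reference inhibitor; higher value means more JC-1 retained so stronger ABCB1 efflux block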
Target sequence (P08183 whole entry, looked up): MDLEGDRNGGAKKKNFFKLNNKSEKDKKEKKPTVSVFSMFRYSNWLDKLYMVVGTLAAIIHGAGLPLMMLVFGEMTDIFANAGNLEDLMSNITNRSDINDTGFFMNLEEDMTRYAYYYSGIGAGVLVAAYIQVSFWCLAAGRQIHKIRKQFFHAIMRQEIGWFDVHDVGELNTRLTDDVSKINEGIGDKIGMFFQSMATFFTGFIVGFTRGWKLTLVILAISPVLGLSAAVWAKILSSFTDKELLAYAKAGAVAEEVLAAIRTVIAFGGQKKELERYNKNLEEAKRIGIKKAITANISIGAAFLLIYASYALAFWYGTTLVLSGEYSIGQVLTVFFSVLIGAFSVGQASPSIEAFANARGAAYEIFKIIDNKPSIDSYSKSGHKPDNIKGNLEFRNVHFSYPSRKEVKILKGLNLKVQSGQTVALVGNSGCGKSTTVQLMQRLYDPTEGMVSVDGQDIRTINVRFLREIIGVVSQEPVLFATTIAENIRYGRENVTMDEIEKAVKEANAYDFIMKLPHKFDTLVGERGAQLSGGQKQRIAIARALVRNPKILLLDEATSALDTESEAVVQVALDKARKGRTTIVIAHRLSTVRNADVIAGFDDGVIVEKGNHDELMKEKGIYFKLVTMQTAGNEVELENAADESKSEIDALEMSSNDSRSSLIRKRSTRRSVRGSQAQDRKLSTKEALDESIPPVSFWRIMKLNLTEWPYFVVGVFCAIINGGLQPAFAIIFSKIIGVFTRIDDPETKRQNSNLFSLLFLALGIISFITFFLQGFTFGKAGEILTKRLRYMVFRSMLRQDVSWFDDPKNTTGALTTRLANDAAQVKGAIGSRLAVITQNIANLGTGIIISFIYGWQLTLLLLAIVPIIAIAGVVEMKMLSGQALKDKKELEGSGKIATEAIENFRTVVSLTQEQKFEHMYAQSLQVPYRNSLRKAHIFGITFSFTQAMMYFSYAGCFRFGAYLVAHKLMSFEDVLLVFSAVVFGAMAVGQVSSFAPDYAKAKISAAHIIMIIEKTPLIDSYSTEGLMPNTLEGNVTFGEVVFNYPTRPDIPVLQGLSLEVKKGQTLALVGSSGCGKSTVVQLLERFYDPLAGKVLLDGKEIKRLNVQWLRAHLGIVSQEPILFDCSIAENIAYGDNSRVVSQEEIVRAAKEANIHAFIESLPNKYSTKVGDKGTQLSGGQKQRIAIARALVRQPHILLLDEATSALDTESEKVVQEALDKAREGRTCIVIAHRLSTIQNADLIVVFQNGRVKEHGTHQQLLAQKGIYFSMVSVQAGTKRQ
Pf gamet viab: inhibitors of late stage P. falciparum gametocyte viability; P. falciparum stage V gametocytes, ATP luminescence, 24 h; inhibition, % at 10.9 µM; 0.065% of 150,000 active; AID 743093;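 active means inhibition above the mean plus 3 SD of compounds within the control limits, set per campaign, cut at about 38% in these data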;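 further: 0% = DMSO wells and 100% = medium only without gametocytes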
Rab2 wt GTP: changes GTP binding to wildtype dog Rab2A, up or down | P61105 | GST-Rab2 wt beads, Bodipy-GTP binding, flow cytometry | GTP binding activity, % at 10 µM | 0.19% of 190,000 active | AID 760;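 active means GTP binding activity at least 20 points away from 100%, either lowered or raised; inconclusive means signal likely due to the compound's own green fluorescence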;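 further: 0% = beads with excess unlabeled GTP and 100% = no-compound control corrected for plate trend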
Cdc42 wt GTP: modulators (inhibitors or activators) of GTP binding to human Cdc42 wildtype | GST-Cdc42 beads, Bodipy-GTP binding, flow cytometry; actives lie on both sides | percent activity (GTP binding), % at 10 µM | 0.2% of 190,000 active | AID 761;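 active means percent activity GTP binding at least 20 points away from the 100% baseline, either down as inhibitor or up as activator; inconclusive means compound flagged as likely green fluorescent from well-wide comparison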;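 further: median bead fluorescence of bound Bodipy-FL-GTP at 100 nM; 0% = excess unlabeled GTP control and 100% = no compound control; below 100% means less GTP binding so inhibitor and above means activator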
ABCG2 block: human ABCG2 inhibition, ABCB1 as counter-screen; Q9UNQ0; IgMXP3 cells, JC-1 efflux, flow cytometry; inhibition, % at 6.6 µM; 0.1% of 190,000 active;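 active means inhibition above 80%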;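 further: 0% = DMSO and 100% = nicardipine control wells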
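System: two drug-resistant human cell lines, ABCG2 and ABCB1; controls: nicardipine high and DMSO low controls; times: 10 min exposure at 25 °C with rotation, no wash; detection: flow cytometry of retained JC-1 fluorescence; read-out basis: percent efflux inhibition, scaled nicardipine 100% to DMSO 0%; doses: one concentration, 6.6 µM final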
GSH bead fluor: compound fluoresces at 488/530 nm on GSH beads | GSH beads flow cytometry, compound fluorescence 488/530 nm; stronger effect = higher value | fluorescence (KMESF) at 10 µM | 0.25% of 190,000 active; in the data active means fluorescence above about 89;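 further: glutathione beads carrying GST-tagged Bcl family fusion proteins plus one bare bead set; values are compound well signal with DMSO vehicle wells as background; inactives centre near 16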
Rac1 mut GTP: alters GTP binding to activated mutant human Rac1 | GST-Rac1 activated beads, fluorescent GTP binding, flow cytometry; actives lie on both sides; 100% means binding = to untreated wells | percent activity (GTP binding), % at 10 µM | 0.11% of 190,000 active | AID 764;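 active means GTP binding at least 20 percentage points away from the 100% baseline, in either direction, so actives lie on both sides; inconclusive means Compound likely fluorescent itself, or too few beads counted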
Rac1 wt GTP bind: alters GTP binding to wildtype human Rac1. 0.27% of 190,000 active. GST-Rac1 beads, fluorescent GTP binding, flow cytometry; actives lie on both sides; 0 = cold GTP competed, 100 = untreated. P63000. GTP binding activity (% of control), % at 10 µM;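 active means GTP binding activity at least 20 points away from the 100% control level, either lower or higher; inconclusive means compound flagged as likely green fluorescent, judged across all proteins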
* hit, by the source's call; u = inconclusive; x = not tested or not shown.

Sample of the layout, 2 compounds:
Structure	Cdc42 wt GTP	Avidin bead fluor	Rac1 mut GTP	Rab2 wt GTP	ABCG2 block	Rab7 wt modul	HRas wt GTP bind	Pf gamet viab	ABCB1 block	Rac1 wt GTP bind	GSH bead fluor
O=C(Nc1nnc(C2CCCCC2)s1)c1ccc(Br)s1	96	34	90	91	1	87	94	-2	0.1	93	13
O=C(O)c1cc2n(n1)CCN(Cc1ccccc1Cl)C2=O	96	10	96	98	-1	98	98	8	0.0	97	27

The whole of this part, previewed entries included:
Structure	Cdc42 wt GTP	Avidin bead fluor	Rac1 mut GTP	Rab2 wt GTP	ABCG2 block	Rab7 wt modul	HRas wt GTP bind	Pf gamet viab	ABCB1 block	Rac1 wt GTP bind	GSH bead fluor
O=C(Nc1nnc(C2CCCCC2)s1)c1ccc(Br)s1	96	34	90	91	1	87	94	-2	0.1	93	13
O=C(O)c1cc2n(n1)CCN(Cc1ccccc1Cl)C2=O	96	10	96	98	-1	98	98	8	0.0	97	27
COc1cc(NC(=O)c2cc3c(Cl)nc4ccccc4c3s2)cc(OC)c1OC	95	10	96	96	-6	98	98	-5	0.2	98	3
CCOc1c(Br)cc(CNC2CCCCCCC2)cc1OC	105	5	95	104	1	108	100	10	1.7	100	21
CC(=O)c1ccc(N2CCN(C(=O)c3nn(Cc4ccccc4)c(=O)c4ccccc34)CC2)cc1	93	25	95	94	11	95	98	13	6.2	100	18
Cc1ccc(-n2c(SCC(=O)NCCN3C(=O)CSC3=O)nnc2-c2ccccc2F)cc1	104	15	96	96	32	100	98	16	0.2	100	10
COC(=O)c1cc2oc3ccccc3c2n1CC(=O)N1CCCc2ccccc21	97	35	98	96	2	94	96	18	0.6	98	18
CCc1cc(C(=O)COc2ccc(F)cc2)c(O)cc1O	98	1	95	96	18	98	98	2	4.4	100	15
O=C(Nc1ccc2oc(-c3ccccc3Cl)nc2c1)c1cncc(Br)c1	95	33	93	92	-2	90	94	-16	-0.6	95	12
COc1ccc2cc(C(C)=O)c(=O)oc2c1	u	16	u	u	8	u	u	x	x	u	12
O=C(NCCCO)C(=O)c1c(-c2ccccc2)cc2ccccn12	96	11	96	100	1	97	99	-10	0.1	99	17
CCOC(=O)C1CCN(c2ccc(C(=O)O)cc2[N+](=O)[O-])CC1	99	10	96	94	33	97	96	-8	0.7	98	14
O=c1cc(CN2CCN(c3cccc(Cl)c3)CC2)c2cc3c(cc2o1)CCCC3	98	3	97	97	7	95	100	x	2.1	99	16
C1=CCC(CN2CCNCC2)CC1 (stereo not given)	106	7	101	102	1	108	102	-8	0.6	109	9
O=C(Cc1cccs1)N/N=C/c1ccco1	99	14	100	100	0	102	98	4	-0.1	104	20
CCC(=O)c1ccc(N2CCC(C)CC2)c(F)c1	92	9	88	91	2	101	93	5	0.9	94	8
COc1cc(C(=O)Nc2ccc(C)cc2)c(-n2cnnn2)cc1OC	100	7	98	101	3	96	96	x	-0.8	102	13
COc1cccc(CNC(=O)CCS(=O)(=O)c2cccs2)c1	96	10	97	99	0	98	98	-2	0.1	99	8
O=C(CN1CCN(S(=O)(=O)c2ccc(Cl)cc2)CC1)Nc1ccc2c(c1)CCC2	96	3	100	98	6	98	100	18	3.3	100	11
O=C(Cc1coc2ccc3ccccc3c12)NCc1ccccc1	99	7	96	99	0	98	99	x	0.0	100	16
CCOC(=O)c1ccc(NC(=O)CN2CCN(c3ccccc3)CC2)cc1	95	16	91	97	5	98	98	7	0.8	94	22
C=CCn1c(SCC(=O)Nc2cccnc2Cl)nnc1-c1ccccc1F	99	3	95	98	1	102	100	10	0.2	103	9
CCOC(=O)N1CCN(CC(=O)c2ccc3c(c2)CCN3C(C)=O)CC1	102	8	99	98	0	98	99	x	-0.7	105	19
CCOCCCNC(=O)C(Cc1ccccc1)NS(=O)(=O)c1ccc2c(c1)c(=O)n(C)c(=O)n2C (stereo not given)	88	10	94	90	0	100	89	x	0.1	99	12
O=C(Cn1cnc2sc(-c3ccccc3)cc2c1=O)NCCc1ccccc1	103	4	99	98	8	97	99	-11	-0.4	102	31

Compound profiles, as listed above. Values in the order: Cdc42 wt GTP	Avidin bead fluor	Rac1 mut GTP	Rab2 wt GTP	ABCG2 block	Rab7 wt modul	HRas wt GTP bind	Pf gamet viab	ABCB1 block	Rac1 wt GTP bind	GSH bead fluor
`COc1cc(C(=O)Nc2ccc(C)cc2)c(-n2cnnn2)cc1OC` reads 100	7	98	101	3	96	96	x	-0.8	102	13
`O=C(NCCCO)C(=O)c1c(-c2ccccc2)cc2ccccn12` reads 96	11	96	100	1	97	99	-10	0.1	99	17

Continued.
Structure	Cdc42 wt GTP	Avidin bead fluor	Rac1 mut GTP	Rab2 wt GTP	ABCG2 block	Rab7 wt modul	HRas wt GTP bind	Pf gamet viab	ABCB1 block	Rac1 wt GTP bind	GSH bead fluor
CC(C)C(=O)c1cc2c(cc1NC(=O)Nc1cccc3ccccc13)OCCO2	102	13	99	102	3	104	104	x	1.2	105	8
O=C(Nc1ccccc1)N1CCc2scc[n+]2-c2ccccc21	103	0	103	98	-4	98	102	4	-1.0	106	8
CCOc1ccc(NC(=O)CCCn2c(=S)[nH]c3ccsc3c2=O)cc1	93	13	93	91	3	94	96	x	0.2	97	14
CC(=O)c1cccc(NC(=S)N2c3ccccc3CC2C)c1 (stereo not given)	93	13	94	94	-3	97	98	x	-1.3	100	10
O=S(=O)(c1cccc(NC(=S)N2CCN(c3ccc(F)cc3)CC2)c1)C(F)F	100	16	99	98	-2	102	99	-7	0.3	101	14
Cc1ccc2[nH]cc(C(=O)CN3CCOCC3)c2c1	102	37	100	101	2	101	101	x	0.6	100	16
Cc1ccc(C(=O)NCCc2ccncc2)cc1	95	21	93	95	0	93	94	-9	0.1	94	18
CCOC(=O)c1nn(-c2ccc(Cl)cc2)c2nc(-c3ccc(C)cc3)c(C#N)c(=O)n12	102	42	98	96	2	95	100	x	0.2	99	13
COc1ccc(C2=CC(c3ccc(F)cc3)n3nnnc3N2)cc1 (stereo not given)	99	37	96	97	18	96	98	x	0.9	102	25
CCCCN1CNC(=S)N(Cc2ccccc2)C1	101	16	98	100	8	102	101	-12	1.0	103	17
O=c1[nH]c2ccc(NS(=O)(=O)c3ccc(Cl)cc3)cc2[nH]1	96	11	95	96	2	105	99	x	0.5	101	18
Cc1cc(NC(=O)CSc2nnc(-c3ccco3)o2)no1	104	x	99	101	5	103	103	x	0.0	108	44
CC(C)(C)NCc1cc(Br)ccc1OCc1cccs1	102	9	98	101	-1	98	100	x	-0.6	103	10
CCN1CCN(c2cc3c(cc2F)c(=O)c(C(=O)O)cn3C2CC2)CC1	101	11	100	96	0	98	100	x	0.7	101	20
C=CCN(c1ccccc1)S(=O)(=O)c1cccc(C(=O)Oc2ccc3c(C)cc(=O)oc3c2)c1	u	15	u	u	1	u	u	-5	1.4	u	10
CCOC(=O)CCCC(=O)N1CCOCCOCCN(C(=O)CCCC(=O)OCC)CCOCCOCC1	96	10	97	96	0	97	94	13	0.0	96	12
COc1cc(C(=O)OCC(C)=O)cc(NC(=O)c2ccco2)c1OC	96	25	93	98	5	104	98	-20	1.3	97	18
CCCC(=O)NCCCc1nc2ccccc2n1C	101	5	98	99	-1	98	99	x	-0.1	103	15
O=[N+]([O-])c1cccc(S(=O)(=O)Nc2nc3ccccc3nc2Nc2cccc(S(=O)(=O)N3CCCCC3)c2)c1	86	11	93	91	-3	95	95	-8	-0.7	93	19
O=S(=O)(NCc1ccccc1)c1ccc(S(=O)(=O)N2CCCC2)cc1	100	23	96	100	1	103	101	11	0.5	102	11
O=C(COC(=O)c1cc(F)cc(F)c1)Nc1cccnc1Cl	98	6	95	98	8	105	98	x	-0.1	99	14
O=C(CO/N=C/c1cccc([N+](=O)[O-])c1)Nc1ccc2ccccc2c1	89	9	88	92	0	96	94	x	0.4	91	6
CCSc1ccccc1C(=O)Nc1ccc(S(=O)(=O)NC(C)=O)cc1	100	8	96	99	0	100	97	x	0.1	103	21
Cn1nc(C(F)(F)F)c(C#N)c1N1CCN(c2cccc(C(F)(F)F)c2)CC1	102	6	100	99	14	104	100	x	0.7	100	12
Cc1cc(-c2cccnc2)c(C#N)c(SCc2cccc(F)c2)n1	104	23	101	99	20	98	103	7	2.4	105	10

3 compounds drawn at random from the list so far:
Structure	Cdc42 wt GTP	Avidin bead fluor	Rac1 mut GTP	Rab2 wt GTP	ABCG2 block	Rab7 wt modul	HRas wt GTP bind	Pf gamet viab	ABCB1 block	Rac1 wt GTP bind	GSH bead fluor
Cn1nc(C(F)(F)F)c(C#N)c1N1CCN(c2cccc(C(F)(F)F)c2)CC1	102	6	100	99	14	104	100	x	0.7	100	12
COc1cc(C(=O)OCC(C)=O)cc(NC(=O)c2ccco2)c1OC	96	25	93	98	5	104	98	-20	1.3	97	18
CC(C)(C)NCc1cc(Br)ccc1OCc1cccs1	102	9	98	101	-1	98	100	x	-0.6	103	10

(next part)
Structure	Cdc42 wt GTP	Avidin bead fluor	Rac1 mut GTP	Rab2 wt GTP	ABCG2 block	Rab7 wt modul	HRas wt GTP bind	Pf gamet viab	ABCB1 block	Rac1 wt GTP bind	GSH bead fluor
COc1ccc2nc(SCC(=O)Nc3nonc3C)[nH]c2c1	99	17	94	95	2	100	97	17	0.1	100	22
COc1ccc(-n2c(C)n[nH]c2=O)cc1	104	36	100	100	0	99	104	5	0.2	105	13
C=CCN1C=CC=C/C1=C1\SC(=S)N(C)C1=O	97	7	97	98	0	106	99	19	-0.1	100	12
CCCC(=O)Nc1ccc(C(=O)NCC(=O)OCC)cc1	96	8	93	93	0	97	97	7	0.0	96	54
Cc1nnc(SCc2ccc(F)cc2)n1NC/C=C/c1ccccc1	99	x	98	99	1	97	100	x	0.0	103	18
CCOC(=O)COc1ccc2c(c1)C(=O)CC1(CCCCC1)O2	96	4	95	96	1	93	95	-38	0.1	95	3
COC(=O)CSc1nc(-c2cccs2)ccc1C#N	103	29	99	100	1	102	102	x	0.1	103	16
COc1ccc(Cl)cc1C(=O)NCc1cnn(C)c1C	96	7	92	97	6	92	96	10	-0.3	95	19
Cc1cnccc1CN(C)Cc1cn(C)nc1-c1ccc(Oc2ccccc2)cc1	93	6	94	97	2	94	97	-8	2.0	97	14
CN(C)CCC(c1ccc(Br)cc1)c1ccccn1 (stereo not given)	100	10	100	98	0	95	100	x	-0.2	100	22
O=C(COC(=O)c1c2c(nc3ccccc13)/C(=C\c1cccs1)CCC2)Nc1ccccc1Cl	99	3	99	97	-5	101	98	-11	0.1	105	7
Cc1c(NS(=O)(=O)c2ccc3[nH]c(=O)[nH]c3c2)c(=O)n(-c2ccccc2)n1C	105	42	101	105	3	105	104	x	0.6	103	30
